# NTMT1 inhibitor – Primary qHTS for Inhibitors of N-terminal methyltransferase 1 (NTMT1): MTaseGlo Assay; N-terminal Xaa-Pro-Lys N-methyltransferase 1 (Homo sapiens), Q9BV86; NTMT1 MTase-Glo SAH luminescence, purified enzyme; Potency, µM (top dose mostly 114 µM), for inactives: at the highest dose activity change, negative = inhibition, most hits filed as inhibitors; 59,000 tested, 2.5% active; AID 1645870, 2021;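 also: potency is read from the fitted curve at half-maximal effect; plate controls were DMSO vehicle for no effect and no enzyme for full effect; nearly all actives have a fitted effect of over 65% in size; many of its hits are not listed in these tables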
# FH mod – Identification of activators of human fumarate hydratase by quantitative high-throughput screening; FH coupled MDH/diaphorase resazurin fluorescence, 15 min; Potency, µM (doses to about 79.9 µM), inactives show top-dose activity change, negative = inhibition, hits mostly inhibitors; 54,000 tested, 0.22% active; also: potency is read from the fitted curve at half-maximal effect; % is scaled to controls: 0 for no effect and ±100 for the full control effect; the screen sought activators but most active calls are inhibition curves; nearly all actives have a fitted effect of over 45% in size
# PTAP-TSG101 blk – qHTS Validation Assay for Inhibitors of HIV-1 Budding by Blocking the Interaction of PTAP/TSG101: Sytravon Library Screen. Fluorescence polarization, FITC-PTAP peptide/Tsg101, 20 min. Potency, µM (series often up to 115 µM), without a hit: top-dose activity change, negative = inhibition, hits mostly inhibitors. 44,000 tested, under 10 active. AID 1347069, 2019; also: potency is read from the fitted curve at half-maximal effect; 0% is about no effect
#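 Steps: Tsg101 binding domain (10 uM final) in HEPES pH 7.5/NaCl/Tween 20/EDTA/TCEP; add compound; add FITC-PTAP peptide (50 nM final); incubate 20 min r.t.; read polarization.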
# GALK inhibitor – qHTS Assay for Inhibitors of Human Galactokinase (GALK): NCGC Sytravon Library Screen | recombinant GALK, Kinase-Glo ATP luminescence, 1 h | Potency, µM (top dose mostly 57.5 µM), inactives show top-dose activity, negative = inhibition, most hits filed as inhibitors | 44,000 tested, under 10 active;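 also: plate controls were full GALK reaction for no effect and reaction lacking GALK for full effect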
# Target sequence (P51570 whole entry, looked up): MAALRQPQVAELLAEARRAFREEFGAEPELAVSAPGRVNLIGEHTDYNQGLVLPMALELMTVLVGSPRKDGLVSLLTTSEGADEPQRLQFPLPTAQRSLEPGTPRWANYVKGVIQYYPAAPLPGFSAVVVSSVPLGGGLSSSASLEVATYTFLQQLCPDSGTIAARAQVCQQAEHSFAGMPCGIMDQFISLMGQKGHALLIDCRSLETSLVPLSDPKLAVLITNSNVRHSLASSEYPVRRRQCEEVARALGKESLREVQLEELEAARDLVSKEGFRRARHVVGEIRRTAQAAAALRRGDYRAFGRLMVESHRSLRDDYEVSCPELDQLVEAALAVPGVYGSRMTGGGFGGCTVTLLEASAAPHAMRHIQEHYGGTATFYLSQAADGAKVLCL
#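 5 nM GALK with 35 µM ATP and 100 µM galactose in HEPES pH 8.0, MgCl2, NaCl, DTT, BSA; 1 h RT reaction, remaining ATP detected by Kinase-Glo Plus luminescence after 10 min; qHTS concentration series.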
# B2AR arrestin ag – qHTS assay of beta-arrestin-biased ligands of beta2-adrenergic receptor: NCGC Sytravon Library Screen; 44,000 tested, under 10 active; Beta-2 adrenergic receptor (Homo sapiens), P07550; Potency, µM (top dose mostly 46.1 µM), for inactives: at the top dose activation, usual class: activators; HTLA Tango cells, beta-arrestin recruitment, luciferase luminescence, 18 h;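 also: potency is read from the fitted curve at half-maximal effect; 0% = DMSO and full agonism = EC100 isoproterenol or metaproterenol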
# Target sequence (P07550 whole entry, looked up): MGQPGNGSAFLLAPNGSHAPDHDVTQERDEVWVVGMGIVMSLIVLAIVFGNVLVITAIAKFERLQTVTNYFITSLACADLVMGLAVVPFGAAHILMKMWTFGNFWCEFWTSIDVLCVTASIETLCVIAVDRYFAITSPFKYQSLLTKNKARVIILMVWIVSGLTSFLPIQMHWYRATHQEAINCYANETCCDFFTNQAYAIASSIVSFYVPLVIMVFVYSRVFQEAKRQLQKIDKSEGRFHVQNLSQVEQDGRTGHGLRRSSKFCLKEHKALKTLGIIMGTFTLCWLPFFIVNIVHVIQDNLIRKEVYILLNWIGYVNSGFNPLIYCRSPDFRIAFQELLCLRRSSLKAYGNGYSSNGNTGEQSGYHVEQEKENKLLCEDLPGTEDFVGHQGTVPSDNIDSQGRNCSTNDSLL
#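 Tango cell line, 1% FBS DMEM; cpd titration up to 46 microM; 18 hr, 37 degrees C, 5% CO2. Luciferin/ATP substrate mix added, 15 min RT, luminescence. %Activity, CRC fitting, curve-class categorization.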
# p53null 39C kill – qHTS Screen for Compounds that Selectively Target Cancer Cells with p53 Mutations: Cytotoxicity of p53 Null Cells at the Nonpermissive Temperature; H1299 p53-null (neo) cells, 39C, ATPlite viability, 24 h; 55,000 tested, 0.97% active; Potency, µM (series often up to 46.1 µM), without a hit: at the highest dose activity, negative = cell killing, hits mostly cytotoxic;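 also: potency is read from the fitted curve at half-maximal effect; 0% = DMSO only and -100% = full killing by 100 µM tamoxifen; nearly all actives have a fitted effect of over 50% in size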
#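 Luminescent ATP signal reported cell survival after H1299 lines (neo, p53 null; or p53 A138V) received up to 46 uM compound and 24 hr incubation at 39C.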
# p53null 32C kill – qHTS Screen for Compounds that Selectively Target Cancer Cells with p53 Mutations: Cytotoxicity of p53 Null Cells at the Permissive Temperature; H1299-neo p53 null cells, ATP luminescence, 24 h, 32C; Potency, µM (top dose mostly 46.1 µM), for the others: at the top dose activity change, negative = cytotoxicity, hits mostly cytotoxic; 55,000 tested, 0.62% active;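 also: potency is read from the fitted curve at half-maximal effect; 0% = DMSO only and -100% = full killing by 100 µM tamoxifen; nearly all actives have a fitted effect of over 55% in size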
#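 ATP-content luminescence in p53-null H1299-neo cells after 24 h compound exposure (up to 46 uM) at 32C permissive temperature; 0% and 100% killing set by DMSO and 100 uM tamoxifen; Hill-equation AC50.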
# * marks the source's active call; other numbers are inactive results; ? = inconclusive; nt = not tested or not shown; [ ] = dose if it differs, or a comment. Calls follow the shape of the dose curve; as a rule, active = well fitted curve in the direction sought with a large enough effect; inconclusive = small, poorly fitted or top-dose-only effect, or another doubt; inactive = no such curve, though single readings can be large; an effect the other way counts as inactive or inconclusive. Some of the compounds tested; rates above refer to the full screens.
SMILES,NTMT1 inhibitor,FH mod,PTAP-TSG101 blk,GALK inhibitor,B2AR arrestin ag,p53null 39C kill,p53null 32C kill
COc1ccc(-c2nc3ccccc3s2)cc1NC(=O)c1ccc(F)cc1,-18%,3%,1%,2%,0%,-10%,-5%
Cc1ccc(C2=Nc3ccccc3N=C(c3ccc(F)cc3)C2)c(O)c1,26%,-4%,2%,-14%,0%,-7%,0%
CCOC(=O)c1ccc(NC(=O)c2c(-c3c(F)cccc3Cl)noc2C)cc1,-6%,-2%,-7%,-17%,0%,16%,1%
CCc1ccc(NC(=O)C2CCN(S(=O)(=O)c3c(C)noc3/C=C/c3ccco3)CC2)cc1,-5%,-2%,1%,1%,-2%,13%,3%
CCOC(=O)Cn1c(=O)n(C2CCCCC2)c2nc(-c3ccc(Cl)cc3)nc(C(N)=O)c21,?,-5%,2%,3%,0%,5%,-1%
O=C(c1ccc2c(Cl)c3c(nc2c1)CCCC3)N1CCN(c2ccc(Cl)cc2)CC1,-1%,-15%,-5%,9%,1%,14%,1%
Cc1ccc(CNC(=O)C(=O)NCC(c2cccs2)S(=O)(=O)c2ccccc2)cc1 (centres undefined),?,-1%,-4%,-1%,1%,7%,-7%
Cc1cccc(Cn2ccn(Cc3ccc(Cl)cc3)c(=O)c2=O)c1,-1%,-1%,2%,4%,0%,?,?
CCOC(=O)C1CCN(C(c2cccc(F)c2)c2c(O)cc(C)n(CCOC)c2=O)CC1 (centres undefined),-12%,-16%,0%,3%,0%,8%,-9%
CSc1ccc(CCNC(=O)c2cc(C)nc3c2c(C)nn3-c2cccc(F)c2)cc1,-2%,-4%,-7%,1%,2%,-8%,1%
Cc1ccc2c(CC(=O)Nc3c(C(=O)c4ccc(F)cc4)oc4ccccc34)coc2c1,-1%,-7%,3%,1%,0%,6%,-3%
CSCCC(NS(=O)(=O)c1ccc2c(c1)oc(=O)n2C)C(=O)NCc1ccc(F)cc1 (centres undefined),13%,-2%,1%,7%,-2%,3%,-8%

# Reprinted at random: three compounds from above.
SMILES,NTMT1 inhibitor,FH mod,PTAP-TSG101 blk,GALK inhibitor,B2AR arrestin ag,p53null 39C kill,p53null 32C kill
CSCCC(NS(=O)(=O)c1ccc2c(c1)oc(=O)n2C)C(=O)NCc1ccc(F)cc1 (centres undefined),13%,-2%,1%,7%,-2%,3%,-8%
Cc1cccc(Cn2ccn(Cc3ccc(Cl)cc3)c(=O)c2=O)c1,-1%,-1%,2%,4%,0%,?,?
O=C(c1ccc2c(Cl)c3c(nc2c1)CCCC3)N1CCN(c2ccc(Cl)cc2)CC1,-1%,-15%,-5%,9%,1%,14%,1%

# The main list resumes, starting 4 compounds before the break.
SMILES,NTMT1 inhibitor,FH mod,PTAP-TSG101 blk,GALK inhibitor,B2AR arrestin ag,p53null 39C kill,p53null 32C kill
CCOC(=O)C1CCN(C(c2cccc(F)c2)c2c(O)cc(C)n(CCOC)c2=O)CC1 (centres undefined),-12%,-16%,0%,3%,0%,8%,-9%
CSc1ccc(CCNC(=O)c2cc(C)nc3c2c(C)nn3-c2cccc(F)c2)cc1,-2%,-4%,-7%,1%,2%,-8%,1%
Cc1ccc2c(CC(=O)Nc3c(C(=O)c4ccc(F)cc4)oc4ccccc34)coc2c1,-1%,-7%,3%,1%,0%,6%,-3%
CSCCC(NS(=O)(=O)c1ccc2c(c1)oc(=O)n2C)C(=O)NCc1ccc(F)cc1 (centres undefined),13%,-2%,1%,7%,-2%,3%,-8%
COc1ccc(N2CCN(C(=O)CN3C(=O)COc4ccc(S(=O)(=O)N5CCC(C)CC5)cc43)CC2)cc1,-13%,-7%,-5%,1%,-2%,-6%,?
CCOc1ccc(-c2nc3c(c(SCC(=O)N4CCCCC4)n2)Cc2cc(C)ccc2O3)cc1,4%,5%,-9%,-7%,1%,12%,-6%
CCOc1ccc(NC(=O)CCc2c(C)nc3nc(-c4cc(OC)cc(OC)c4)nn3c2C)cc1,5%,-13%,1%,1%,0%,-19%,-1%
CCCNC(=O)C1CCC(Cn2c(=O)c3sccc3n(CC(=O)Nc3ccccc3C)c2=O)CC1 (centres undefined),18%,3%,0%,3%,1%,-12%,1%
COc1ccc(CNC(=O)CN2C(=O)CSc3ccc(S(=O)(=O)N4CCC(C)CC4)cc32)cc1,15%,-24%,-4%,0%,-1%,11%,-2%
COc1ccc(NC(=O)CN2C(=O)C(C)(C)c3cc(S(=O)(=O)N4CCCCC4)ccc32)cc1Cl,-8%,?,-2%,-5%,6%,19%,14%
COc1ccccc1NC(=O)c1c(NC(=O)c2ccccc2Cl)sc2c1CCC2,-2%,0%,3%,-1%,0%,2%,9%
CC(C)(C)C(=O)Nc1ccccc1C(=O)OCc1cc(=O)n2ccsc2n1,-1%,-6%,1%,-4%,-1%,9%,3%
CCCCOc1ccc(-c2nn(-c3ccccc3)cc2C2NC(=O)NC(C)=C2C(=O)OC)cc1 (centres undefined),10%,?,-6%,-1%,0%,13%,-2%
COc1ccc(OCC(=O)Nc2cc(-c3ccccc3F)nn2-c2ccccc2)cc1,-1%,-6%,0%,0%,0%,9%,4%
CN1C(=O)Cc2cc(S(=O)(=O)N3CCN(c4cccc(C(F)(F)F)c4)CC3)ccc21,3%,-9%,6%,2%,0%,-11%,6%
COc1ccc(-n2nc(C(=O)N(C)c3cccc(C(F)(F)F)c3)c3c4ccccc4n(C)c3c2=O)cc1,15%,-17%,0%,9%,1%,27%,7%
Cc1ccc(NC(=O)C2CCCN(S(=O)(=O)c3c(C)n[nH]c3C)C2)c(C)c1 (centres undefined),17%,-9%,-14%,8%,0%,-20%,0%
CCCCCOc1ccc(/C=C/C(=O)Nc2sc(C)c(C)c2C(=O)OCC)cc1OC,-6%,-43%,2%,3%,0%,14%,-2%
COCCSc1nc2c([nH]c3ccccc32)c(=O)n1-c1ccc(OC)c(OC)c1,?,-32%,0%,2%,6%,?,14%
COc1cccc(Nc2sc(C(=O)c3ccc(Cl)cc3)c(N)c2C(=O)NCCc2ccc(OC)c(OC)c2)c1,-7%,?,-2%,1%,-2%,-10%,-11%
CCCCNc1nc(Oc2ccc(=O)n(-c3ccccc3)n2)nc(N(CC)CC)n1,7%,-13%,-7%,-4%,-1%,25%,46%[activator]
Cc1c(C(=O)OCC2CCCCC2)[nH]c2c1C(=O)CC(c1ccccc1Cl)C2 (centres undefined),6%,2%,-1%,0%,-2%,-9%,11%
Cn1c(=O)oc2cc(S(=O)(=O)N3CCCC(C(=O)NCCc4ccccc4)C3)ccc21 (centres undefined),-14%,2%,-2%,6%,1%,-7%,?
CCC(=O)N1CCc2cc(S(=O)(=O)NCCC(=O)Nc3ccc(C)cc3C)ccc21,6%,-1%,-1%,8%,1%,5%,2%
O=C(CCCc1ccccc1)NC1CC(=O)N(c2cccc(F)c2)C1 (centres undefined),12%,15%,-4%,-2%,?,33%[activator],-6%
CCOC(=O)c1cc2c(=O)n3ccccc3nc2n(Cc2ccco2)c1=NC(=O)c1ccccc1Br,?,-12%,-2%,0%,6%,17%,21%
CNC(=O)C1CCC(Cn2c(=O)c3sccc3n(CC(=O)N3CCCC(C)C3)c2=O)CC1 (centres undefined),-21%,-11%,-2%,-1%,0%,0%,0%
CC(C)c1ccc(S(=O)(=O)NCc2ccc3c(c2)CCN3C(=O)c2ccccc2)cc1,-3%,-15%,1%,0%,1%,?,14%
COc1ccc2oc(=O)c(C(=O)Nc3cccc(C(=O)O)c3)cc2c1,-9%,-18%,0%,2%,1%,7.9µM*,10µM*
COc1ccc(C2(CNC(=O)C(=O)Nc3ccccc3C)CCCC2)cc1OC,-19%,-22%,2%,-9%,0%,-10%,-2%
CC(=O)Nc1ccc(NC(=O)c2nc(S(=O)(=O)Cc3ccc(F)cc3)ncc2Cl)cc1,11%,-5%,3%,0%,-2%,-28%,-11%
CCn1c(=O)n(-c2cccc(Cl)c2)c(=O)c2sc3ccccc3c21,11%,0%,-5%,0%,1%,1%,?
COc1ccc(S(=O)(=O)Nc2cccc(-c3ccc(N4CCC(C)CC4)nn3)c2)c(OC)c1,nt,nt,0%,-1%,1%,13µM*,13µM*
O=C(OCc1cc(=O)n2nc(-c3cccs3)sc2n1)c1cccc(Cl)c1,-2%,-5%,-5%,3%,-1%,1%,6%
Cc1ccc(Sc2c(C)nn(C(=O)c3ccc(Br)cc3)c2C)cc1,-9%,-3%,-2%,-2%,-2%,6%,32%[activator]
Cc1cc(C)cc(Nc2ncnc3sc4c(c23)CCCC4)c1,2%,5%,1%,1%,1%,18%,3%
Cc1cccc(NC(=O)C2CCN(S(=O)(=O)c3cccc4nsnc34)CC2)c1,6%,-1%,-1%,0%,1%,-8%,-3%
Cc1cc(C)cc(C(=O)Nc2c(C(=O)Nc3ccccc3F)oc3ccccc23)c1,11%,-18%,1%,6%,0%,-6%,-17%
CCN(CC)C(=O)C1=C(C)Nc2nc3ccccc3n2C1c1ccc(Br)cc1 (centres undefined),4%,-8%,-14%,-5%,-2%,-9%,8%
CCOC(=O)C1CCN(C(=O)CCS(=O)(=O)c2cc3c(cc2Cl)NC(=O)CO3)CC1,12%,3%,1%,3%,0%,41%[activator],20%
